# High-throughput results as filed in PubChem.
# SRC1 TRFRET art: TR-FRET artefact, counter-screen to PPARgamma/SRC-1 agonist assay; TR-FRET ratio at 8 µM; TR-FRET detection artefact counter-screen, emission ratio; hits give high values; actives 0.34% (n = 99,000); in the data active = TR-FRET ratio above about 2300; also: inactives centre near 1800; reference of the scale not given here
# SRC3 TRFRET art: counter-screen for PPARgamma SRC-3 recruitment agonists: TR-FRET artefact; PPARgamma/SRC-3 format; hits give high values; TR-FRET ratio at 8 µM; actives 0.39% (n = 99,000); AID 1048; in the data active = TR-FRET ratio above about 2000; also: inactives centre near 1600; reference of the scale not given here
# Active calls of the source: *. A portion of the library, so the mix of outcomes need not match the whole.
SMILES,SRC1 TRFRET art,SRC3 TRFRET art
CC(C)(C)NC(=O)CN(C(=O)CS(=O)CC(=O)Nc1ccc(F)cc1)c1ccccc1F (stereo not drawn),1907,1543
Cc1ccc(NC(=O)CCCCCCCCCCC2COCCO2)c(C)c1 (stereo not drawn),1529,1347
Fc1ccc(F)c(C2=NNC(=NCC3CCCO3)SC2)c1 (stereo not drawn),2071,1557
COC(=O)Oc1ccc(/C=N/NC(=O)CSCc2ccc(Cl)cc2)cc1OC,1762,1605
O=C1N/C(=C\c2ccccc2)C(O)=C1C=NCc1ccccc1,2238,1776
CCCCC(CC)C(=O)Nc1ncc([N+](=O)[O-])s1 (stereo not drawn),1832,1549
O=C(COc1ccccc1[N+](=O)[O-])OCC(=O)N1CCC(Cc2ccccc2)CC1,2044,1546
O=C(c1ccc(S(=O)(=O)N2CCOCC2)cc1)N1CCN(c2ccccc2)CC1,1751,1496
Cc1ccc(NC(=O)CN(C)CC(=O)Nc2ccc(F)c(F)c2F)c(Cl)c1,1956,1581
COc1ccccc1/C=N/NC(=O)c1cccc(NC(=O)c2ccccc2Cl)c1,1731,1666
O=C(CC1C(=O)NCCN1C(=S)Nc1ccccc1)Nc1ccc(F)cc1 (stereo not drawn),1697,1494
O=C(O)CSC1=NC(=Nc2cccc(Cl)c2)C2(CCCCC2)N1c1ccccc1,1740,1524
N#Cc1cnc2ncnn2c1-c1ccccc1,2120,1551
O=C(CN1CCCc2ccccc21)NCc1ccc2c(c1)OCO2,1709,1580
CS(=O)CCC(NS(=O)(=O)c1ccccc1)C(=O)O (stereo not drawn),1966,1534
CN(C)CCCC(C)(O)C(Cc1ccccc1)c1ccccc1 (stereo not drawn),1753,1489
Cn1c(CSCc2ccccc2)n[nH]c1=S,1615,1431
O=C1c2cccnc2C(Nc2ccc(Br)cc2Br)N1Cc1cccs1 (stereo not drawn),1631,1359
O=C(Nc1ccccc1)c1ccc(Br)o1,1690,1645
Cc1csc(NC(=O)C(F)(F)F)n1,1621,1330
COc1ccc(/C=N/NC(=O)CCCOc2ccc(Cl)cc2Cl)cc1,1698,1660
O=C(NC1CCCC1)C(c1ccc(F)cc1)N(Cc1ccccc1Cl)C(=O)CCl (stereo not drawn),1745,1420
Cc1ccccc1NC(=O)COC(=O)/C=C/c1cccc(C(F)(F)F)c1,1688,1573
CCCOCCOC(=O)c1[nH]c2c(c1C)C(=O)CC(c1cc(OC)ccc1OC)C2 (stereo not drawn),1928,1729
O=C(c1ccco1)N1CCN(c2ccc(F)cc2)CC1,2059,1614
O=[N+]([O-])c1ccc(N2CCN(c3ccc(O)cc3)CC2)c(Cl)c1,1511,1615
CC(C)CCN(C(=O)Nc1ccc(Cl)cc1)C1CCN(C(C)C)CC1,1444,1426
Cc1ccc(S(=O)(=O)NCc2c(-c3ccccc3)c3cc(Cl)ccc3[nH]c2=O)cc1,1841,1577
Cc1ccc(C2=NC(=O)/C(=C/c3cc(O)c(O)c(Br)c3)S2)cc1,1855,1730
COc1ccc(NC(=O)/C(C#N)=C\c2cc(C)n(-c3ccc4c(c3)OCO4)c2C)cc1,2158,1838
Cc1ccc2nc(SCc3cn4c(C)cc(C)nc4n3)[nH]c2c1,1778,1605
Cc1ccc(S(=O)(=O)N2CCC(=O)N(C(CO)C(C)C)CC2)cc1 (stereo not drawn),1931,1557
COc1ccc(C(=O)NCc2nnc(SCC(=O)c3ccccc3)n2C)cc1,1804,1552
O=C(CSc1ccc(-c2ccco2)nn1)NCc1ccc2c(c1)OCO2,1574,1526
COc1ccc(NC(=O)COC(=O)[C@@H]2CCCN2S(=O)(=O)c2ccccc2F)c(OC)c1,2089,1710
Cc1ccc(-c2noc(CCCC(=O)N3CCOCC3)n2)cc1,1714,1495
CCOc1ccc(-c2nnc(SCC(=O)Nc3cc(C)on3)o2)cc1,1861,1483
CC(C)OC(=O)Nc1ccc2c(c1)N(C(=O)CCN1CCOCC1)c1ccccc1CC2,1662,1556
N#C/C(=C/c1ccccc1[N+](=O)[O-])c1nc(C2CC2)cs1,1696,1399
O=c1c2cc(NC(=S)NCCN3CCCCCC3)ccc2nc2n1CCCCC2,1767,1513
CC(C)Oc1ccc(Nc2ncnc3ccccc23)cc1,2069,1677
COc1ccc(C(=O)CCC(C)(C)[N+](=O)[O-])cc1,1807,1670
Fc1ccc(COc2ccccc2C(=S)N2CCCC2)cc1,1643,1596
Cn1c(SCC(=O)NC2CCCC2)nnc1-c1ccncc1,1652,1477
Cc1ccc(CN2CCN(Cc3cccn3-c3ccccn3)CC2CCO)cc1 (stereo not drawn),1666,1532
O=C(O)CSC1=NC(=Nc2ccc(Cl)cc2)C2(CCCCC2)N1c1cccc(C(=O)O)c1,2004,1418
COc1cccc(-c2nc(CS(=O)(=O)CC(=O)Nc3c(C)cccc3C)c(C)o2)c1,1623,1578
CC(=O)[C@H]1[C@H](C#N)C[C@H]2[C@@H]3CC=C4C[C@@H](O)CC[C@]4(C)[C@H]3CC[C@@]21C,1737,1604
O=c1c2cnn(-c3ccccc3)c2nc(-c2cccs2)n1-c1cccc(Cl)c1,1717,2389*
Cc1noc(C)c1COc1ccc2ccc(=O)oc2c1,1766,1614
O=C(N/N=C/c1ccc(O)c([N+](=O)[O-])c1)C1CC1(c1ccccc1)c1ccccc1 (stereo not drawn),1913,1485
COc1cc(C)c2c(c1C=O)Oc1c(c(C)c(O)c3c1C(O)OC3=O)OC2=O (stereo not drawn),1739,1497
Fc1ccc(NC(=S)NC2CC3CCC(C2)N3Cc2ccco2)cc1 (stereo not drawn),1742,1532
CC(C)N1CCc2[nH]c(=S)[nH]c(=O)c2C1,2177,1575
O=c1c2c3nc4ccccc4nc3n(CC3CCCO3)c2ncn1CCc1ccccc1 (stereo not drawn),2027,1574
O=C(Nc1nnc(CCS(=O)(=O)c2ccc3ccccc3c2)s1)c1ccc([N+](=O)[O-])cc1,1758,1612
O=C1/C(=C/c2ccc(O)c([N+](=O)[O-])c2)SC(=S)N1Cc1ccccc1,1515,1413
O=C(CSc1ccc(-c2ccccn2)nn1)Nc1nccs1,1637,1517
CC(=O)OC1(C(F)(F)F)Oc2ccccc2NC1=O (stereo not drawn),2043,1798
Cc1cccc(NC(=O)N2CCCC2C(=O)Nc2ccccc2)c1 (stereo not drawn),1709,1635
# (cont.)
SMILES,SRC1 TRFRET art,SRC3 TRFRET art
COc1ccc(C/C(N)=N/OC(C)=O)cc1OC,2055,1680
Cc1nc2nc[nH]n2c(=O)c1NC(=O)CCc1ccccc1,1954,1543
O=C(NCc1nc2ccccc2[nH]1)c1cccc(S(=O)(=O)N2CCCCC2)c1,1828,1579
CCN(C(=O)COC(=O)c1ccc2c(=O)n3c(nc2c1)CCC3)C1CCS(=O)(=O)C1 (stereo not drawn),1902,1487
C=CCC(CC=C)(NC(=O)c1cccc(C)c1)c1ccccc1,1941,1757
Cc1ccccc1OCC(O)CN1CCN(c2ccccn2)CC1 (stereo not drawn),1654,1511
Cc1cc(/C=N/Nc2nc(N3CCOCC3)nc(N3CCOCC3)n2)c(C)n1-c1ccccc1,1668,1470
Cc1ccccc1Nc1c(-c2ccccn2)nc2c(C)cccn12,1982,1638
Cc1ccc(Cn2c(=O)n(-c3ccccc3)c(=O)c3ccc(C(=O)NCc4ccco4)cc32)cc1,1597,1508
O=S(=O)(c1ccc2nnn(O)c2c1)N1CCCCC1,1897,1608
CC(C)CC(C(=O)O)N1C(=O)[C@@H]2[C@H](C1=O)[C@@H]1C[C@H]2C(Br)C1Br (stereo partly drawn),1663,1381
Cc1ccc2nc(/C(C#N)=C/c3ccc(-c4cccc([N+](=O)[O-])c4)o3)[nH]c2c1,1740,1421
Cc1cccc(NC(=S)NCC(C)CSc2ccc(Cl)cc2)c1 (stereo not drawn),1635,1599
O=C(c1ccncc1)N(c1ccc2oc3c(c2c1)CCCC3)S(=O)(=O)c1ccc(F)cc1,2043,1661
N#C/C(=C/c1cccc([N+](=O)[O-])c1)c1nnc2n1CCCCC2,1729,1624
Cc1cc(NC(=O)CSc2nnc(C3COc4ccccc4O3)n2C)no1 (stereo not drawn),1685,1613
Cc1ccc(N(C(=O)Cn2nnc(-c3ccccc3)n2)C(C(=O)NC2CCCCC2)c2ccccn2)cc1C (stereo not drawn),1942,1492
CN1CCN(C(=O)C2=C[C@@H](c3coc4ccccc4c3=O)C[C@@H](OCCCCO)O2)CC1,1404,1567
CCOc1cc(CNn2cn[nH]c2=S)cc(Cl)c1OCc1ccccc1F,1852,1476
CCOC(=O)c1cc(C)n(-c2c(C)n(C)n(-c3ccccc3)c2=O)c1C,1754,1751
Brc1ccc(-c2nnc(-c3ccccc3Br)o2)cc1,1678,1512
O=C(CCCCn1c(=O)c2ccccc2n(Cc2ccccc2F)c1=O)NC1CCN(Cc2ccccc2)CC1,1861,1648
O=C(CNC(=O)c1ccccc1F)N/N=C/c1cc(Br)ccc1OCc1ccccc1,1571,1407
C/C(=N\NC(=O)c1ccc(CN2CCc3ccccc3C2)cc1)c1ccccc1O,1995,1684
O=C(CC1C(=O)NCCN1CC1CCCCC1)NCc1cccc(F)c1F (stereo not drawn),1826,1669
COc1cc(CN(C(=S)NCC(=O)O)C2CCCC2)cc(OC)c1OC,1550,1560
O=C1CC(N2CCN(c3ccccn3)CC2)C(=O)N1c1ccc(Cl)cc1 (stereo not drawn),1970,1683
CCOC(=O)c1cnc2c(OC)cccc2c1Nc1ccc2c(c1)OCCO2,2142,1545
CC(=O)Nc1ccc2oc(C)nc2c1,1844,1533
COc1ccc(C(=O)NNC(=O)CSc2nnc(-c3cccnc3)n2C)cc1,1656,1609
Cc1cccc(NC(=S)N/N=C/c2c[nH]c3ccccc23)c1,1756,1484
COc1ccc(C(C)=O)cc1CSc1nnc(Nc2ccc(C)cc2)s1,1813,1594
C(=N\Nc1nnnn1-c1ccccc1)/c1ccncc1,1875,1756
CCC(=O)n1nc(-c2cccnc2)nc1NCc1cccs1,1497,1586
COc1ccc(N2CCN(C(=O)CCN3C(=S)NC(C)(C)CC3C)CC2)cc1 (stereo not drawn),2113,1551
CC(C)(C)OC(=O)NCCCC[C@@H](C(=O)N1CCN(C(=O)OC(C)(C)C)CC1)n1cc(C(CO)NC(=O)OC(C)(C)C)nn1 (stereo partly drawn),1661,1641
COC(=O)[C@@]1(Cc2ccc(OC)cc2)[C@H]2c3cc(C(=O)N(C)C)n(Cc4ccc(OC(F)(F)F)cc4)c3C[C@H]2CN1C(=O)c1ccccc1,1658,1522
CC(=O)c1c(C(C)=O)c(C)n(-c2ccc3ncccc3c2)c1C,1953,1679
Nc1nnc(SCC(=O)c2cccc([N+](=O)[O-])c2)s1,1915,1526
O=C(CNc1ccc(F)cc1)N/N=C1\CCc2ccccc21,1783,1775
COc1ccc(N2C(=O)CC(Nc3ccc(C(=O)O)cc3)C2=O)cc1OC (stereo not drawn),2011,1527
COc1ccccc1C(=O)NCC(=O)OCc1ccc(Br)cc1,1539,1440
COc1ccc(OCC(=O)N/N=C/C=C/c2ccccc2)cc1,1959,1657
COc1ccc(NC(=O)Nc2ccncc2)c(OC)c1,1776,1716
COc1ccc(-c2nc3ccc([N+](=O)[O-])cc3o2)cc1,1999,1847
CCOC(=O)c1c(OCCO)nn(-c2ccc(Cl)cc2)c1N,1829,1566
Cc1ccccc1OC1C(=O)N(CC2CCCO2)C1c1ccc2c(c1)OCO2 (stereo not drawn),1562,1745
CCCCc1ccc(NC(=O)COc2ccc(C(=O)Nc3ccccc3OCC)cc2)cc1,2071,1527
Cc1[nH][nH]c(=O)c1C=NCc1cccnc1,1602,1495
Cc1cc(OCC(=O)N2CCOCC2)ccc1NC(=O)C1CCCCC1,1736,1315
CCc1c(C)nc2cc(-c3ccc(OC)cc3)[nH]n2c1=O,1940,1628
N/C(=N\OC(=O)COc1ccc([N+](=O)[O-])cc1)c1cccnc1,1553,1445
Cc1ccccc1N=C1c2ccccc2C(=O)C1[N+](=O)[O-] (stereo not drawn),1619,1424
O=C(NCC(c1ccco1)N1CCCCC1)c1ccc(OCc2ccccc2)cc1 (stereo not drawn),1781,1633
COc1ccc(/C=N/NC(=O)/C(=C/c2ccccc2)CCO)cc1,1959,1581

# 15 compounds from above, sorted by molar mass, ascending.
SMILES,SRC1 TRFRET art,SRC3 TRFRET art
Cc1[nH][nH]c(=O)c1C=NCc1cccnc1,1602,1495
COc1ccc(-c2nc3ccc([N+](=O)[O-])cc3o2)cc1,1999,1847
COc1ccc(NC(=O)Nc2ccncc2)c(OC)c1,1776,1716
Cc1ccccc1N=C1c2ccccc2C(=O)C1[N+](=O)[O-] (stereo not drawn),1619,1424
CCc1c(C)nc2cc(-c3ccc(OC)cc3)[nH]n2c1=O,1940,1628
Nc1nnc(SCC(=O)c2cccc([N+](=O)[O-])c2)s1,1915,1526
O=C(CNc1ccc(F)cc1)N/N=C1\CCc2ccccc21,1783,1775
COc1ccc(OCC(=O)N/N=C/C=C/c2ccccc2)cc1,1959,1657
N/C(=N\OC(=O)COc1ccc([N+](=O)[O-])cc1)c1cccnc1,1553,1445
COc1ccc(/C=N/NC(=O)/C(=C/c2ccccc2)CCO)cc1,1959,1581
CCOC(=O)c1c(OCCO)nn(-c2ccc(Cl)cc2)c1N,1829,1566
COc1ccc(N2C(=O)CC(Nc3ccc(C(=O)O)cc3)C2=O)cc1OC (stereo not drawn),2011,1527
COc1ccccc1C(=O)NCC(=O)OCc1ccc(Br)cc1,1539,1440
Cc1ccccc1OC1C(=O)N(CC2CCCO2)C1c1ccc2c(c1)OCO2 (stereo not drawn),1562,1745
CCCCc1ccc(NC(=O)COc2ccc(C(=O)Nc3ccccc3OCC)cc2)cc1,2071,1527
